APEX1 inh – blocks human APE1 abasic DNA cleavage; P27695; recombinant APE1, TAMRA/BHQ-2 abasic DNA cleavage fluorescence; Potency, µM (top dose mostly 65.8 µM), inactives show at the top dose activity change, negative = inhibition, usual class: inhibitors; actives 0.35% (n = 350,000); AID 2517;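 further: plate controls were vehicle for no effect and reference inhibitor for full effect; nearly all actives have a fitted effect of over 55% in size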
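Enzyme (0.75 nM final) and test compound are incubated 15 min at room temperature before adding 50 nM quenched THF abasic-site duplex. Cleavage dequenches TAMRA, followed at 525/598 nm over three reads one minute apart.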
Pol iota inh – inhibitors of human DNA polymerase iota; Potency, µM (top dose mostly 115 µM), inactives show at the top dose activity, negative = inhibition, actives largely listed as inhibitors; actives 1% (n = 390,000); Pol iota fluorescent replication assay, 10 min; Q9UNA4
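Fluorescent replication assay read twice, at 0 min and 10 min after adding 50 nM (final) substrate. Enzyme (10 nM) and compounds were first incubated 15 min at room temperature; enzyme-free buffer wells were negative controls.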
G9a block – G9a (human) methyltransferase inhibition. G9a H3K9 monomethylation, AlphaScreen, 2 h. Potency, µM (top dose mostly 102 µM), without a hit: at the top dose activity, negative = inhibition, usual class: inhibitors. Q96KQ7. actives 8.8% (n = 350,000). AID 504332; further: on the % scale 0 is the no-effect control and ±100 the full control effect; nearly all actives have a fitted effect of over 75% in size
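Step 1: enzyme (final 20 nM) with compound, 15 min RT. Step 2: substrate peptide 500 nM and SAM 20 uM, 2 h RT. Step 3: anti-H3K9me1 antibody and AlphaScreen beads, 10 min, then plate read.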
Pol kappa inh – DNA polymerase kappa (human) inhibition; Q9UBT6; purified Pol kappa, fluorescent DNA synthesis assay, 10 min; Potency, µM (doses to about 107 µM), for the others: at the highest dose activity, negative = inhibition, actives largely listed as inhibitors; actives 0.53% (n = 400,000); AID 588579; further: on the % scale 0 is the no-effect control and ±100 the full control effect
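Pol kappa 10 nM + cpd, 15 min RT; start w/ substrate 50 nM final; fluorescence kinetic read, 0 and 10 min. Neg ctrl: buffer, no enzyme.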
BLM inh – inhibitors of human Bloom syndrome helicase BLM; recombinant BLM DNA unwinding, fluorescence dequenching; P54132; actives 0.2% (n = 350,000); Potency, µM (series often up to 56.1 µM), for inactives: at the highest dose activity change, negative = inhibition, most hits filed as inhibitors;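 further: plate controls were vehicle for no effect and no enzyme for full effect; nearly all actives have a fitted effect of over 35% in size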
JMJD2A Tudor – blocks the human JMJD2A Tudor domain. O75164. AlphaScreen JMJD2A-Tudor / H3K4me3 peptide binding. Potency, µM (series often up to 114 µM), without a hit: at the highest dose activity change, negative = inhibition, most hits filed as inhibitors. actives 4.4% (n = 390,000); further: on the % scale 0 is the no-effect control and ±100 the full control effect; nearly all actives have a fitted effect of over 50% in size
Target sequence (O75164 whole entry, looked up, the tested form may be a part): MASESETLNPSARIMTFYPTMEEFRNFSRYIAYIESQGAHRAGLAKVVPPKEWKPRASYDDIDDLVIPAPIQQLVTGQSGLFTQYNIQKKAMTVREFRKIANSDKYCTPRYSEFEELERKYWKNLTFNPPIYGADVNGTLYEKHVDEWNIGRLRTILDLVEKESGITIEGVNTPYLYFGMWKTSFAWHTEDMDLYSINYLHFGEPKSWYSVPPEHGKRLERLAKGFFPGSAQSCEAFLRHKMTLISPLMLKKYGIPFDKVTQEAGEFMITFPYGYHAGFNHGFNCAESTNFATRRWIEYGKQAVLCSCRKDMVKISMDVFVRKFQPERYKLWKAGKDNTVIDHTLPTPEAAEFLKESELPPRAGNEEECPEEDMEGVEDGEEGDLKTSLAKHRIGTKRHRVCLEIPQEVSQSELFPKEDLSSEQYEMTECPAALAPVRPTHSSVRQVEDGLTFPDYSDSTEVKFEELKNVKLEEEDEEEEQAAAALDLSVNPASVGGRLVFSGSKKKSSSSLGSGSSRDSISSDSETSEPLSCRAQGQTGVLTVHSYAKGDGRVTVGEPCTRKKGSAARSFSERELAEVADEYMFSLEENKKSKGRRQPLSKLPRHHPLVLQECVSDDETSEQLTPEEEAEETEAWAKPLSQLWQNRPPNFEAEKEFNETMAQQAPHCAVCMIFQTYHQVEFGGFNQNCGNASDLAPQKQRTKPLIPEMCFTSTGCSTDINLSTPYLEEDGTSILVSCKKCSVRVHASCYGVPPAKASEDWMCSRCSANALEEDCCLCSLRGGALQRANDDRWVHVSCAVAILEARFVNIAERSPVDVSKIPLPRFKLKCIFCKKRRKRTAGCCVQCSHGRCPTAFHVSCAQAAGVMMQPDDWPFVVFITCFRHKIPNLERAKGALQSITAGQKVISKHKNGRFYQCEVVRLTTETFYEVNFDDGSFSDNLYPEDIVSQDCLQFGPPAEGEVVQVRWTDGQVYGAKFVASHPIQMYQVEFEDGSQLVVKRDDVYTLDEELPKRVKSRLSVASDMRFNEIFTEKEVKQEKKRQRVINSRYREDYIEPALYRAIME
POLB inh – inhibitors of human DNA polymerase beta; Pol beta primer extension/strand displacement, fluorescence kinetic; actives 1.3% (n = 340,000); Potency, µM (series often up to 114 µM), for inactives: top-dose activity change, negative = inhibition, most hits filed as inhibitors; P06746; further: on the % scale 0 is the no-effect control and ±100 the full control effect
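Curves were derived by four-parameter Hill fits of normalized qHTS data. The kinetic fluorescent primer-extension read was taken at 0 and 10 min after 50 nM substrate, following a 15 min room-temperature preincubation of 10 nM enzyme with compounds.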
POLH inh – inhibitors of human DNA polymerase eta; Q9Y253; recombinant Pol eta, fluorescent DNA replication assay; Potency, µM (highest dose often 114 µM), for inactives: top-dose activity change, negative = inhibition, actives largely listed as inhibitors; actives 1.2% (n = 390,000); further: on the % scale 0 is the no-effect control and ±100 the full control effect
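Pol eta at 10 nM preincubated with compounds 15 min at room temperature; reaction started with fluorescent substrate (50 nM final) and read kinetically at 0 and 10 min.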
BAZ2B inh – blocks human BAZ2B; Q9UIF8; AlphaScreen BAZ2B-H3K14Ac peptide displacement; Potency, µM (titrated, usually from 114 µM), inactives show at the top dose activity change, negative = inhibition, most hits filed as inhibitors; actives 4.4% (n = 360,000); AID 504333; further: on the % scale 0 is the no-effect control and ±100 the full control effect; nearly all actives have a fitted effect of over 60% in size
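Inhibition is scored as reduced AlphaScreen emission. The BAZ2B/b-H3(5-23)K14Ac complex (50 nM each) in PBS pH 7.4, 0.01% Tween-20 meets compound (up to 110 uM) for 30 min at RT before bead addition.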
Numbers without * were called inactive; ? = inconclusive; . = no result given; [ ] = dose if it differs, or a comment. The call rests on the fitted dose curve; in most records, active means well fitted curve in the direction sought with a large enough effect; inconclusive means small, poorly fitted or top-dose-only effect, or another doubt; inactive means no such curve, though single readings can be large; an effect the other way counts as inactive or inconclusive. Potency means the concentration at half of the fitted maximal effect. A portion of the library; rates above refer to the full screens.

SMILES	APEX1 inh	Pol iota inh	G9a block	Pol kappa inh	BLM inh	JMJD2A Tudor	POLB inh	POLH inh	BAZ2B inh
CS(=O)(=O)NCCCc1ccccc1	1%	12%	22%[59 µM]	-2%	1%	-10%	?	-7%	-1%
CCO[C@H]1OC(C(=O)NCc2nc3ccccc3[nH]2)=C[C@@H](c2cn(C(C)=O)c3ccccc23)[C@@H]1CCCO	.	19%	.	-1%	.	-20%	.	-16%	.
O=C1CCc2cc(NS(=O)(=O)c3ccc(F)cc3)cc3c2N1CC3	-2%	21%	-6%[0.501 µM]	-15%	.	-3%	.	1%	-3%
CCCCCCNC1=NCCS1	2%	2%	10%	0%	1%	3%	0%	-6%	6%
COc1ccc(NC(=O)CSc2nc(C3CC3)nc3ccccc23)cc1	36%	?	18%	-3%	-8%	-6%	-23%	-15%	-15%
CCN(Cc1cc2ccc(C)cc2[nH]c1=O)C(=O)c1ccncc1	?	.	29%	.	0%	.	-9%	.	1%
CCOC(=O)C1CCCN(S(=O)(=O)c2ccc(Br)c(OC)c2)C1 (stereo not given)	-4%	-13%	-8%[12.7 µM]	-8%	-3%	35%	-6%	-21%	13%
COCCNC(=O)CN(C(=O)CCC(=O)Nc1ccccn1)c1ccc(C)cc1C	40%	5%	36%	-13%	-3%	-11%	-23%	-12%	-1%
O=C(O)CCCNS(=O)(=O)/C=C/c1ccccc1	-3%	-20%	-38%	1%	0%	-11%	-1%	2%	.
NCCOc1ccc(C2CCCCC2)cc1	5%	55%[activator]	16%[59 µM]	-4%	2%	-15%	9%	-17%	-14%
COc1cc(NC(=O)CCc2c(C)nn(-c3ccc(N4CCCCC4)nn3)c2C)cc(OC)c1OC	.	8%	7%[59 µM]	5%	0%	-11%	30%	7%	-18%
CC1CCCCC1NC(=O)CN1C(=O)c2cccc(N)c2C1=O (stereo not given)	-5%	98%[activator]	-3%	-8%	-2%	-3%	-13%	-11%	-5%

Part of the list above in order of SMILES length, descending:
SMILES	APEX1 inh	Pol iota inh	G9a block	Pol kappa inh	BLM inh	JMJD2A Tudor	POLB inh	POLH inh	BAZ2B inh
CCO[C@H]1OC(C(=O)NCc2nc3ccccc3[nH]2)=C[C@@H](c2cn(C(C)=O)c3ccccc23)[C@@H]1CCCO	.	19%	.	-1%	.	-20%	.	-16%	.
COc1cc(NC(=O)CCc2c(C)nn(-c3ccc(N4CCCCC4)nn3)c2C)cc(OC)c1OC	.	8%	7%[59 µM]	5%	0%	-11%	30%	7%	-18%
COCCNC(=O)CN(C(=O)CCC(=O)Nc1ccccn1)c1ccc(C)cc1C	40%	5%	36%	-13%	-3%	-11%	-23%	-12%	-1%
O=C1CCc2cc(NS(=O)(=O)c3ccc(F)cc3)cc3c2N1CC3	-2%	21%	-6%[0.501 µM]	-15%	.	-3%	.	1%	-3%
CCN(Cc1cc2ccc(C)cc2[nH]c1=O)C(=O)c1ccncc1	?	.	29%	.	0%	.	-9%	.	1%
CC1CCCCC1NC(=O)CN1C(=O)c2cccc(N)c2C1=O (stereo not given)	-5%	98%[activator]	-3%	-8%	-2%	-3%	-13%	-11%	-5%
O=C(O)CCCNS(=O)(=O)/C=C/c1ccccc1	-3%	-20%	-38%	1%	0%	-11%	-1%	2%	.
CS(=O)(=O)NCCCc1ccccc1	1%	12%	22%[59 µM]	-2%	1%	-10%	?	-7%	-1%

Remaining list, next part
SMILES	APEX1 inh	Pol iota inh	G9a block	Pol kappa inh	BLM inh	JMJD2A Tudor	POLB inh	POLH inh	BAZ2B inh
CCN(CC)CCOC(=O)c1ccc(Cl)cc1Cl	13%	30%	-7%	5%	13%	3%	2%	-7%	3%
COc1ccc2[nH]c3c(c2c1)CCN1C(=O)C(CC(=O)NCCCN(C)C)C[C@H](C(=O)N2CCOCC2)[C@@]31CCC1CCCC1 (stereo not given in full)	38%	40%[activator]	.	0%	.	-24%	.	-14%	.
CCOC(=O)c1c(-c2ccccc2)c(C(C)=O)c(=O)n(C)c1C	0%	23%	3%	-6%	1%	-19%	-9%	-25%	8%
CCn1nnnc1-c1ccc(OC)c(S(=O)(=O)N2CCCCC2)c1	2%	14%	-3%	1%	-1%	-5%[57.1 µM]	0%	-13%	-6%
O=C(O)Cn1c(Cc2ccccc2)nc2ccccc21	5%	34%[activator]	.	-17%	0%	-2%	69%	8%	4%
Cc1ccc(-c2csc(NC(=O)CSc3nc4ccccc4[nH]3)n2)cc1	0%	-11%	20%[59 µM]	-16%	-4%	0%	5%	-15%	-1%
COc1ccc(CCNS(=O)(=O)c2ccc(Br)s2)cc1	4%	25%	30%	-15%	-7%	-6%	4%	-14%	-13%
COc1ccc(C(=O)/C=C/c2ccc(OC)c(Cn3nnc4ccccc43)c2)cc1	-1%	-9%	21%[59 µM]	-20%	-5%	-25%	23%	-11%	-34%
COc1cccc(C(CC(=O)NCC2CCCO2)NS(=O)(=O)c2ccc(C)cc2)c1OC (stereo not given)	-8%	8%	-39%	-9%	-3%	-5%[11.4 µM]	18%	-14%	-17%
CC1CCCC(C)N1CCNC(=O)Cn1nc(-c2ccccc2)ccc1=O (stereo not given)	13%	18%	3%[12.7 µM]	-7%	2%	1%	0%	-17%	8%
Cc1ccc(-c2cc(=O)c3cc(F)ccc3[nH]2)cc1	?	?	-2%	4%	-1%	-4%	19%	-10%	2%
CCCCCOc1cccc(C2C(C(=O)c3cccs3)=C(O)C(=O)N2CCN2CCOCC2)c1 (stereo not given)	.	-11%[58.9 µM]	.	-38%	.	-36%	.	-12%	.
Cc1ccc(CS(=O)(=O)CCC(=O)NCCC2=CCCCC2)cc1	-9%	147%[activator]	?	-4%	-4%	-10%	11%	3%	-2%
COc1ccc(CCNC(=O)CO/N=C/c2cc3c(cc2Br)OCO3)cc1OC	-4%	130%[activator]	-15%	-10%	0%	-21%	6%	-11%	-17%
Cn1c(=O)c2c(nc(Sc3ncccn3)n2Cc2ccccc2Cl)n(C)c1=O	1%	17%	?	-7%	-3%	-4%	0%	-13%	5%
O=C(Cc1cccs1)Nc1ccc2c(c1)C(=O)OC2	10%	?	-19%	-8%	-5%	-13%	0%	-17%	?
O=C(NNC(=O)C1CCN(S(=O)(=O)c2cccc(C(F)(F)F)c2)CC1)C1CC1	-1%	93%[activator]	9%	-4%	3%	-3%	-19%	-18%	-15%
CC(C)[C@H](NC(=O)c1ccco1)C(=O)OCC(=O)c1ccc2c(c1)NC(=O)CO2	1%	-11%	-31%[12.7 µM]	1%	-5%	-5%	-1%	-11%	-15%
CCN(CCn1cccn1)C(=O)CCc1nnc(C2(c3ccc(Cl)cc3)CCC2)o1	-7%	-24%	2%	-18%	-4%	-2%	14%	-8%	-12%
CCc1cccc(C)c1NC(=O)c1ccc2c(c1)CCN2S(C)(=O)=O	2%	-7%	10%	10%	-3%	-8%	?	-16%	5%
CCc1ccc(OCC(=O)N(C)C2CCS(=O)(=O)C2)cc1 (stereo not given)	3%	-3%	?	5%	1%	-4%[11.4 µM]	11%	-8%	16%
C=CCN1C(=O)C(C(C)CC)NC1=S (stereo not given)	0%	-6%[58.9 µM]	-2%[12.7 µM]	-15%	-2%	1%	6%	-6%	-17%
CCN(CC)C(=O)C1CCN(S(=O)(=O)c2ccc3c(c2)CCCN3C(C)=O)CC1	.	32%[activator]	-1%[59 µM]	1%[60.1 µM]	2%	-8%	3%	-17%	4%
Cc1c(C(=O)NCc2ccco2)sc2nc(-c3ccccc3)cn12	-2%	-10%	?	-13%	2%	-29%	0%	-9%	?
CCOC(=O)C(Cc1ccc(OC)c([N+](=O)[O-])c1)NC(=O)CCC(=O)Nc1ccc(OC)cc1 (stereo not given)	7%	-11%	21%	-8%	0%	-10%	9%	-7%	-4%
Cc1cc(C(F)(F)F)n(-c2nc(C(=O)NNS(=O)(=O)c3ccccc3)cs2)n1	-3%	-2%	-5%[59 µM]	-1%	-8%	-18%	12%	5%	-1%
O=C(O)C1Nc2c(O)cccc2C2C=CCC12 (stereo not given)	3.5µM*	?	10µM*	10µM*	4.5µM*	2.5µM*	1.6µM*	1.3µM*	1.6µM*
CCOC(=O)CCNC(=O)Nc1cc2nc(C)n(Cc3cccc(Cl)c3)c2nc1C	19%	14%	20%	8%	-1%	-7%	-9%	1%	-9%
COc1ccc(N/C=C/C(=O)c2ccc(OC)c(OC)c2)cc1	7%	59%[activator]	.	5%	0%	-11%	15%	-14%	-9%
O=C(CN1C(=O)NC(c2ccccc2)(c2ccccc2)C1=O)NCCc1ccc(F)cc1	20%	67%[activator]	.	-21%	.	-29%	.	-20%	.
O=C(CSCc1cc(=O)n2ccsc2n1)Nc1ccc(F)cc1	9%	19%	48%	0%	2%	-8%	-1%	7%	-13%
Cc1ccc(-c2csc(/C=C3/SC(C)C(=O)N3CC(=O)Nc3ccccc3F)n2)cc1 (stereo not given)	.	24%	.	-5%	.	-4%	.	8%	.
COc1cc2c(cc1OC)C(c1cc3ccc(C)cc3[nH]c1=O)N(C(=O)c1ccco1)CC2 (stereo not given)	30%	39%[activator]	?	-11%	-3%	?	-1%	-13%	-36%
COc1ccc(NS(=O)(=O)c2ccc3c(c2)oc(=O)n3C)c(OC)c1	-7%	19%	-15%	11%	-3%	0%	2%	-24%	-6%
COC(=O)c1cc(C)sc1NC(=O)CCc1ccccc1	46%	116%[activator]	121%[activator]	-11%	-13%	71%[activator]	0%	-4%	27%
Cn1ccnc1SCC(=O)c1ccc(OC(F)F)cc1	9%	67%[activator]	?	8%	2%	-10%	39%	-12%	-4%
CN(CC(=O)Nc1ccccc1C(F)(F)F)C(=O)CCc1nc2ccccc2c(=O)[nH]1	17%	32%[activator]	3%[59 µM]	3%	.	8%	.	-9%	-2%
Cn1c(=O)cc(SCC(=O)N2CCN(c3ccccc3F)CC2)c2cc(Cl)ccc21	.	23%	-28%[59 µM]	-5%	-8%	-20%	18%	-12%	-22%
COCCNC(=O)/C(C#N)=C/c1ccc(O)c([N+](=O)[O-])c1	-2%	-7%	?	1%	-2%	-1%	14%	0%	?
CCOc1ccccc1NC(=O)CSc1ccc(-c2ccco2)nn1	-8%	56µM*	25µM*	-23%	-2%	-32%	?	?	?
CCOc1ccc2nc(/N=C/c3c(C)[nH]n(-c4ccc(C)cc4)c3=O)sc2c1	0%	-16%	?	-8%	3%	-16%	22%	-7%	?
Cc1cc(C)nc(SC2=CS(=O)(=O)c3ccccc32)n1	-1%	?	?	0%	4%	-15%	3%	-6%	15%
